NPYLR7 ag: activates Aedes aegypti NPYLR7 receptor; HEK293T NPYLR7/Galpha15, GCaMP6s calcium fluorescence; activation, % at 10 µM; actives 0.15% (n = 270,000); in the data active = activation above about 40%;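 note: 0% = vehicle and 100% = reference agonist at the receptor; some compounds past the cut are filed as inactive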
mcGAS inh: inhibitors of mouse cGAS; Q8C6L5; recombinant cGAS, Kinase-Glo ATP depletion luminescence; inhibition, % at 12.5 µM; actives 0.15% (n = 160,000); AID 1259399;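 note: 0% = negative control wells and 100% = reference inhibitor with no enzyme activity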
hcGAS lum: inhibitors of human cGAS | actives 0.081% (n = 290,000) | recombinant h-cGAS, ATP depletion, Kinase-Glo luminescence | inhibition, % at 12.5 µM;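 note: 0% = vehicle reaction and 100% = reaction without DNA for no activity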
Target sequence (Q8N884 whole entry, looked up): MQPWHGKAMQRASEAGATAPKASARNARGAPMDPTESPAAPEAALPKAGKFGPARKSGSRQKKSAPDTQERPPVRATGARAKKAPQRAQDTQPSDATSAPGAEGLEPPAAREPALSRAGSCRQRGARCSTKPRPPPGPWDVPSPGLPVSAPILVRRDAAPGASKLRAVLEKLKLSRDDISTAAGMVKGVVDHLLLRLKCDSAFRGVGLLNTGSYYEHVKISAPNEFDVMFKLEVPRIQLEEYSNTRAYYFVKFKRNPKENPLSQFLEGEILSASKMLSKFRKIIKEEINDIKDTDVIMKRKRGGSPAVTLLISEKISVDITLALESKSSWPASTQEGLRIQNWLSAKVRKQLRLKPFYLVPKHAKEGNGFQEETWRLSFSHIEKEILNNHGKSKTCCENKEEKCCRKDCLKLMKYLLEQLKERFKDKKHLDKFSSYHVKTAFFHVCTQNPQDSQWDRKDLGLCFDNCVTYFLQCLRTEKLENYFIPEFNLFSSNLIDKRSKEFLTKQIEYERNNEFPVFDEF
Numbers without * were called inactive; . = not tested or not shown; & = joins results of further samples. Cut-off read from the data, not from the text of the source, unless noted: active = inhibition above about 40%; inactive = the rest.

Below each compound – mcGAS inh, hcGAS lum, NPYLR7 ag
- Cc1ccccc1OCC(O)CN(CCC(C)C)Cc1cccs1 (stereo unspecified)
    -5, -5, 7
- O=C(NCC1CC1)c1cnc(N2CCN(Cc3ccccc3)C2=O)s1
    ., -8, -1
- O=c1oc2ccccc2n1CN1CCCC1c1nc2ccccc2s1 (stereo unspecified)
    ., -4, 7
- COCC1CCCN(c2nncc(-c3ccc(Cl)cc3)n2)C1 (stereo unspecified)
    -2, -2, 0
- COc1cc(-c2cc(NC=O)c3ncc(-c4ccc(C(C)=O)cc4)n3c2)ccc1O
    -7, -5, -5
- COc1ccc(-c2nnc(NC(=O)C(NC(=O)c3cccc(Cl)c3)C(C)C)s2)cc1 (stereo unspecified)
    -5, -10, 28
- Cc1cc2c(c(=O)n1C)C(C(C)C)C(C#N)C(=N)O2 (stereo unspecified)
    ., -9, 0
- Cc1ccc(O)c(NC(=O)CC(NCCC2=CCCCC2)C(=O)O)c1 (stereo unspecified)
    -8, -4, 2
- NC(=O)CSc1ncnc2nc[nH]c12
    ., -7, 0
- COc1cccc(-c2nc(C=Nc3ccc(I)cc3C)c(O)o2)c1
    -8, -7, 3

Whole records, looked up by structure. Screens in order: mcGAS inh | hcGAS lum | NPYLR7 ag
`Cc1ccc(O)c(NC(=O)CC(NCCC2=CCCCC2)C(=O)O)c1` (stereo unspecified) in the list: -8 | -4 | 2
`COc1ccc(-c2nnc(NC(=O)C(NC(=O)c3cccc(Cl)c3)C(C)C)s2)cc1` (stereo unspecified) in the list: -5 | -10 | 28
`COc1cc(-c2cc(NC=O)c3ncc(-c4ccc(C(C)=O)cc4)n3c2)ccc1O` in the list: -7 | -5 | -5
`COCC1CCCN(c2nncc(-c3ccc(Cl)cc3)n2)C1` (stereo unspecified) in the list: -2 | -2 | 0

(continued)
Below each compound – mcGAS inh, hcGAS lum, NPYLR7 ag
- Cc1ccc(C2(O)CCN(Cc3ccc(Oc4ncccn4)cc3)CC2)nc1
    -8, -7, 4
- CCC(C)N(CC(=O)Nc1nc(C)c(C)s1)S(=O)(=O)c1ccc2ccccc2c1 (stereo unspecified)
    ., -3, 5
- O=C(CSc1nc2ccccc2s1)NNC(=S)Nc1ccc(Cl)cc1
    -3, -3, -7
- COc1ccnc(Nc2ccc3c(c2)nc2n3CCCCC2)n1
    ., -13, 0
- CNc1oc(C)nc1S(=O)(=O)c1ccccc1
    3, 2, -2
- COc1ccc(Oc2cc(-c3ccccc3)nc(SCc3cccc([N+](=O)[O-])c3)n2)cc1
    ., -4, 7
- COc1cc2sc(=NC(=O)c3ccnn3C)n(C)c2cc1OC
    -4, -1, .
- CCC(C)NC(=O)CSc1nc2c(-c3ccccc3)c[nH]c2c(=O)n1C (stereo unspecified)
    -2, 0, 2
- CCCCCCn1c(SCC)nc2c1c(=O)[nH]c(=O)n2C
    -4, -1, .
- CCC(C)NC(=O)C1COC2(CCN(C(=O)c3cccc(F)c3)CC2)N1C(=O)c1cccc(C)c1 (stereo unspecified)
    -4, -1, -1

(cont.)
Below each compound – mcGAS inh, hcGAS lum, NPYLR7 ag
- NC(=S)NN=Cc1ccc(Cl)cc1Cl
    ., -4, 6
- CCCOC(=O)C1=C(C)NC2=C(C(=O)CC(c3ccc(Cl)cc3)C2)C1c1ccc(O)cc1 (stereo unspecified)
    -9, -5, 1
- Cc1ccc(N=Cc2nc(-c3ccccc3F)oc2O)c(C)c1
    -3, 0, -3
- CC1CC1C(=O)NCCc1ccc(F)cc1Cl (stereo unspecified)
    ., 0, -3
- CN(Cc1cccc(Cl)c1Cl)C(=O)Nc1ccccn1
    ., -16, 5
- CO[C@H]1/C=C/O[C@@]2(C)Oc3c(C)c(O)c4c(O)c(c5c(nc6cc(C)ccn65)c4c3C2=O)NC(=O)/C(C)=C\C=C\[C@H](C)[C@H](O)[C@@H](C)C(O)[C@@H](C)[C@H](OC(C)=O)[C@@H]1C (stereo partly specified)
    -4, -5&-3, -10&-4
- O=c1ccc(-c2cccnc2)nn1CCNS(=O)(=O)c1ccc(C(F)(F)F)cc1
    ., -6, 12
- COc1ccc(S(=O)(=O)N2CCN(c3nc4ccccc4c(=O)n3C)CC2)cc1
    ., 0, 2
- CCOC(=O)C1CCCN(CC(=O)N2CCNC2=O)C1 (stereo unspecified)
    ., -8, 1
- COc1cccc(Nc2nc(C(N)Cc3ccc(N)cc3)cs2)n1 (stereo unspecified)
    -8, -5, -8

Remaining list, next part:
Below each compound – mcGAS inh, hcGAS lum, NPYLR7 ag
- Cc1nc(N)nc(C(F)(F)F)c1Br
    -5, -2, 16
- COc1ccc(N2CCN(c3cc(C(=O)NCCOC(C)C)c4ccccc4n3)CC2)cc1
    -8, -5, 3
- Cc1cc(C)c(NC(=O)CN(C)Cc2ccc(O)c3ncccc23)c(C)c1
    -12, 0, 7
- O=C(CCCc1ccccc1)N1CCN(c2ccc3nnc(-c4ccco4)n3n2)CC1
    ., -9, -2
- CCn1cc(NC(=O)N2CCC(O)CC2)c2ccccc21
    -9, -7, 0
- O=C(Cc1ccc2c(c1)OCO2)N1CCOC(c2ccccc2)C1 (stereo unspecified)
    ., -6, 24
- CS(=O)(=O)NC(=O)C(Sc1ccccc1F)c1ccccc1 (stereo unspecified)
    ., -9, 3
- CCCc1[nH]n(-c2ccccc2)c(=O)c1C1=C(N2CCC(C)CC2)C(=O)N(Cc2ccc(F)cc2)C1=O
    -5, 1, 19
- CC(C)NC(=O)CC1Sc2ccc(C(F)(F)F)cc2NC1=O (stereo unspecified)
    ., -6, 3
- O=C(NCC(=O)N1CCCCC1)c1sc2ccccc2c1Cl
    ., -8, -1

(cont.)
Below each compound – mcGAS inh, hcGAS lum, NPYLR7 ag
- COc1cc(C#N)ccc1OC(C)C(=O)Nc1cccc(C)c1 (stereo unspecified)
    ., 3, -2
- CCOC(=O)C1(CCOc2ccccc2)CCCN(C(=O)C2CCOCC2)C1 (stereo unspecified)
    ., -1, 3
- Cc1ccc(-n2nnc3c(=O)n(Cc4c(F)cccc4Cl)cnc32)cc1C
    -10, -8, -2
- CCCCS(=O)(=O)N1CCN(c2cc(-n3nc(C)cc3C)nc(C)n2)CC1
    -2, 3, -8
- CCOC(=O)c1cc(OC)c2cccc(CN3CCC(C)(C(=O)NCCOC)C3)c2c1 (stereo unspecified)
    -2, 2, 4
- C=C1C(N)CC2CC1C2(C)C (stereo unspecified)
    ., -6, -7
- Fc1ccc(Cn2c(-c3nccc4ccccc34)n[nH]c2=S)cc1
    -2, -9, -3
- Cn1nc(C(C)(C)C)cc1NC(=O)N1CCCOC(CN2CCCC2)C1 (stereo unspecified)
    -6, -15, .
- O=c1c2cnn(-c3ccc(F)cc3)c2ncn1Cc1cc(=O)n2ccsc2n1
    ., -11, 10
- COc1ccccc1C(C)N(C)Cc1nc(Cc2ccccc2Cl)no1 (stereo unspecified)
    -3, 1, -3

More structures:
Below each compound – mcGAS inh, hcGAS lum, NPYLR7 ag
- COc1ccc(C2CC(=O)C3C(=Nc4ccccc4NC3c3ccc(NC(C)=O)cc3)C2)cc1 (stereo unspecified)
    ., -4, -3
- O=c1[nH]c(CN(Cc2ccccc2)Cc2csc(-c3ccc(F)cc3)n2)nc2ccccc12
    ., 0, 6
- Cn1nc2nc(N3CCN(c4cccc(C(F)(F)F)c4)CC3)nc(-c3cccs3)c2c1N
    ., -6, 6
- CC1(C)C[C@H]2C[C@@H](O)[C@H](NC/C=C/c3ccccc3)[C@]2(O)CO1
    -5, -2, 2
- O=c1ccc(-c2ccccc2)nn1CCCNS(=O)(=O)c1ccc(C(F)(F)F)cc1
    ., -3, -1
- OCc1cc(Br)ccc1Oc1ccnc2cc(Cl)ccc12
    ., -2, 1
- C=CCN(CC=C)C(=O)c1ccc(-n2nc(C(=O)OCC)c3c2-c2ccccc2C3)cc1
    -5, -4, -2
- COc1ccc(C(=O)NC2CCC(NC(=O)[C@H]3CCCN3C(=O)Cc3cccs3)CC2)cc1 (stereo partly specified)
    -4, -6, 14
- Cc1ccc(-c2ccnc(-c3ccc(C(=O)O)s3)n2)c(C)n1
    ., -6, -2
- CCONC(=O)c1cnn(-c2ncccc2Cl)c1C(F)F
    -13, -6, 12

(list continues)
Below each compound – mcGAS inh, hcGAS lum, NPYLR7 ag
- CC(=O)c1cccc(-c2ccnc3c2CC(C(=O)N2CCN(C)CC2)O3)c1 (stereo unspecified)
    -4, -3, 4
- CCN1CCN(C(=O)c2cc(-c3ccc(OC)cc3)nc3cc(-c4ccccc4)nn23)CC1
    8, 13, -16
- Cc1cn2c3c(=O)n(CCN4CCOCC4)c(=O)n(C)c3nc2n1-c1ccccc1
    -10, -3, 6
- COC(=O)c1cc(NCC(=O)N2CCCc3cccc(F)c32)cc(C(=O)OC)c1
    -5, -8, 7
- COc1cccc(Nc2cc3c(cn2)cc(-c2cnn(C)c2)n3C)c1
    -7, -8, 0
- O=C(NCc1cccc(C(F)(F)F)c1)c1ccc(CSc2nc(Cl)cc(N3CCCC3)n2)cc1
    -6, -7, -1
- CCOc1ccc(CN(CCc2c[nH]c3ccccc23)Cc2nc(C(=O)NCCc3ccccn3)co2)cc1
    -4, -7, 21
- COC(=O)CN1CC2(CCN(Cc3ccc(Cl)cc3Cl)CC2)OC1=O
    ., -1, 3
- COC(=O)N1CCC(Nc2ccnc(-c3ccccc3)n2)CC1
    ., -1, 5
- CCOC(=O)c1ccc2c(c1)nc(SCc1cccc(OC)c1)n2Cc1ccc(C(F)(F)F)cc1
    -4, -1, 2

(further entries)
Below each compound – mcGAS inh, hcGAS lum, NPYLR7 ag
- Cc1cc(S(=O)(=O)Nc2cnc3ccccc3c2)ccc1Br
    ., -5, 4
- CCSc1nn(CC(=O)Nc2cccc(C)c2C)c(N)c1S(=O)(=O)c1ccccc1
    -7, -3, -4
- COc1ccc2sc(N(CC3CCCO3)C(=O)c3cc(C)n(C)n3)nc2c1 (stereo unspecified)
    ., -4, 8
- CCCCCCCC(=O)N1CCSC1c1ccccc1OCc1ccccc1 (stereo unspecified)
    1, -1, 7
- COc1cccc(NC(=O)c2nnn(-c3ccccc3)c2N)c1
    -11, -15, 3
- S=c1[nH]nc(N2CCOCC2)n1-c1ccccc1
    ., 0, 4
- CCc1nc(SCC(=O)Nc2cccc(C(F)(F)F)c2)c(C#N)cc1C
    -5, -2, -2
- O=C(CN1CCC2(CC1)NC(=O)N(Cc1ccc(F)cc1)C2=O)N1CCOCC1
    -6, -2, 6
- CCN(CC)CC(O)c1cc2cc(Br)ccc2s1 (stereo unspecified)
    ., -4, 5
- Cc1nc2c(ccc3ccccc32)s1
    -6, -5, 2

Ordered by number of heavy atoms (falling): part of the list above
Below each compound – mcGAS inh, hcGAS lum, NPYLR7 ag
- COc1cccc(NC(=O)c2nnn(-c3ccccc3)c2N)c1
    -11, -15, 3
- Cc1cc(S(=O)(=O)Nc2cnc3ccccc3c2)ccc1Br
    ., -5, 4
- S=c1[nH]nc(N2CCOCC2)n1-c1ccccc1
    ., 0, 4

Next compounds follow.
Below each compound – mcGAS inh, hcGAS lum, NPYLR7 ag
- CCCCCCC(=O)Nc1c(-c2ccc(Cl)cc2)nc2ccccn12
    -6, -3, -4
- O=C(c1ccco1)N1CCC(c2nc(-c3ccc(Cl)cc3F)no2)CC1
    -6, -6, -5
- NC(=O)CSc1nc2ccccc2c(=O)n1-c1ccccc1F
    ., -12, -6
- C=C1C=C(NS(=O)(=O)c2cccc([N+](=O)[O-])c2)C=CC1=O
    0, 2, 5
- CN(C)CCN(Cc1ccccc1)C(=O)C1CCCCC1C(=O)N1CCc2c([nH]c3ccccc23)C1 (stereo unspecified)
    -2, -3, -10
- C=CCn1nnc(NC(=O)c2cccc(OCC(C)C)c2)n1
    ., -5, -1
- CCCCCCCCS(=O)(=O)N1CCC[C@@H]1C(=O)NCCCNC(=O)c1ccccc1
    -5, -3, 2
- COCC(C)NC(=O)c1c(C(F)(F)F)nn(C2CCCN(C)C2)c1C (stereo unspecified)
    ., -8, 12
- O=C(NC[C@@H]1CCCO1)c1cc(-c2ccccc2)n[nH]1
    -10, -7, .
- Cc1ccc(CN2C(=O)C(F)(F)Oc3ccc(C)cc32)cc1
    -3, 0, 4

(further entries)
Below each compound – mcGAS inh, hcGAS lum, NPYLR7 ag
- CCC1c2cccn2CCN1C(=O)c1cc2ncc(CCO)cn2n1 (stereo unspecified)
    ., -4, -1
- COc1ccc(N2C(=O)C3C4C=CC(CCC4)C3C2=O)cc1 (stereo unspecified)
    1, 1, -9
- O=C1C(=C2SCCS2)CCCC12CC2c1ccccc1 (stereo unspecified)
    -5, -3, 8
- Cc1nnc(NC(=O)CSc2ncn[nH]2)s1
    -3, -4, -1
- O=S1(=O)CCN(S(=O)(=O)NCc2cccc(Cn3cncn3)c2)CC1
    -17, -5, 1
- COc1ccc(CC(=O)N2CCC(n3cnc4ccc(F)cc43)CC2)cc1
    -6, -8, .
- Cc1ccc(-c2ccc(=O)n(CCNC(=O)C(C)Oc3ccccc3F)n2)cc1 (stereo unspecified)
    -8, -1, -1
- CCc1cc(OS(=O)(=O)c2cnc3[nH]c(=O)[nH]c(=O)c3c2)ccc1Cl
    ., 5, -3
- O=C(NCCc1ccccc1F)N1CCCCC1CCN1CCOCC1 (stereo unspecified)
    ., -8, 14
- CCC(=O)N1C(C(=O)NCc2cccnc2)COC12CCCCC2 (stereo unspecified)
    -6, -2, -2

The list continues:
Below each compound – mcGAS inh, hcGAS lum, NPYLR7 ag
- CC(C)c1ccc(C2CC(c3ccc(Cl)cc3)=Nc3ncnn32)cc1 (stereo unspecified)
    -1, -5, 10
- Cc1ccc2ncn(C3CCN(C(=O)C4CCCC(C)C4)CC3)c2c1 (stereo unspecified)
    -7, -10, .
- Cn1c(=O)[nH]c(NCCN2CCOCC2)c([N+](=O)[O-])c1=O
    ., -7, -7
- CCc1nc2n(n1)C(=O)C(C(c1ccc(Cl)c(Cl)c1)N1CCN(C)CC1)S2 (stereo unspecified)
    -8, -3, -4
- COc1ccc(S(=O)(=O)NC(=O)C2(C)CCN2C(=O)c2ccccc2)cc1OC (stereo unspecified)
    ., 4, 6
- O=C(c1cnn(-c2ccccc2)n1)N1CCC(Cn2cccn2)CC1
    ., 2, 2
